BioA inh – BioA (M. tuberculosis) enzyme inhibition; actives 0.096% (n = 360,000); purified M. tuberculosis BioA enzyme, plate reader; inhibition, % at 9.99 µM; in the data active means inhibition above about 40%
GDH-TPI counter – counter-screen for M. tuberculosis FBA inhibitors: GDH-TPI coupled enzymes | GDH-TPI coupled enzyme counterscreen, NADH absorbance | inhibition, % at 4.8 µM | actives 1.2% (n = 360,000); in the data active means inhibition above about 30%;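 further: 0% = DMSO wells and 100% = wells lacking the enzyme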
FBA Mtb inh – inhibitors of M. tuberculosis fructose-bisphosphate aldolase. purified M. tuberculosis FBA, fluorescence read-out. inhibition, % at 1 µM. AID 588726. actives 2.3% (n = 360,000). P9WQA3; in the data active means inhibition above about 27%;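 further: 0% = vehicle and 100% = reference inhibitor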
TcdB GH inh – TcdB glycohydrolase inhibition | P18177 | TcdB glycohydrolase enzymatic assay, plate reader | inhibition, % at 9.99 µM | actives 0.24% (n = 350,000); in the data active means inhibition above about 10%
Vc quorum ag – induces V. cholerae light production without autoinducers; V. cholerae BH1578 lux reporter, luminescence, 6 h; activation, % at 18.7 µM; actives 0.16% (n = 350,000); in the data active means activation mostly above about 9.7%, no sharp cut-off; further: not every result past the cut was called active; inactives centre near 0; reference of the scale not given here
FadD28 binding – blocks FadD28 binding to the bisubstrate probe; inhibition, % at 12.5 µM; fluorescence polarization; actives 0.22% (n = 360,000); AID 588549; in the data active means inhibition above about 8.5%, passing the limit was not always enough
PfHsp40 yeast – rescue of PfHsp40-mediated yeast toxicity; S. cerevisiae expressing PfHsp40, growth rescue, ATP luminescence; actives 0.68% (n = 340,000); growth rescue, % at 12.5 µM; in the data active means growth rescue above about 28%, passing the limit was not always enough;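 further: yeast W303a lacking pdr1 and pdr3 grown in galactose medium; growth measured after three days at 30 °C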
Yp Topo-I inh – inhibitors of Yersinia pestis topoisomerase I. Y. pestis Topo-I cleavage product accumulation, plate reader. activity, % at 10 µM. actives 0.064% (n = 360,000); in the data active means activity above about 50%, passing the limit was not always enough; further: inactives centre near 2
Mtb UGM inh – blocks M. tuberculosis UGM enzyme. P9WIQ1. purified UGM, fluorescence polarization probe displacement. actives 0.06% (n = 320,000). inhibition, % at 10 µM; in the data active means inhibition above about 10%, passing the limit was not always enough
The depositor's hits bear a star; i = inactive; nt = not tested or not shown.

SMILES	BioA inh	GDH-TPI counter	FBA Mtb inh	TcdB GH inh	Vc quorum ag	FadD28 binding	PfHsp40 yeast	Yp Topo-I inh	Mtb UGM inh
Cc1cccc(C2Nc3ccccc3C(=O)N2CCc2ccccc2)n1 (configuration not stated)	-1.4	18	73*	1.6	-1.7	0.2	-1.8	-3	0.1
COc1ccccc1-c1cc(C(=O)Nc2c(C)n(C)n(-c3ccccc3)c2=O)no1	nt	10	1	1.3	-0.5	0.1	-1.1	10	-0.8
O=C(C=Cc1cccc(O)c1)c1ccccc1O	2.0	23	1	2.0	2.6	-1.9	383*	-9	nt
CC(=O)Nc1cccc(C(=O)/C=C/c2ccc(N(C)C)cc2)c1	nt	7	-26	1.0	-0.3	-0.6	-0.3	-6	-7.6
O=C(Cc1ccc(Cl)cc1)Nc1ccc(Br)cn1	-1.7	-5	1	0.5	i	-7.8	4.7	-1	1.0
COCCN(CCOC)C(=O)C1CCCN(S(=O)(=O)c2ccc(NC(=O)OC)cc2)C1 (configuration not stated)	nt	4	3	-0.4	i	-1.1	-0.5	8	-0.4
O=C(NNC(=O)c1cc2ccccc2o1)c1ccc(Cl)cc1	0.4	-4	2	1.2	-0.5	-2.0	-0.5	-3	1.9
CC(C)[C@@H](N)C(=O)N/N=C/c1ccc2nccnc2c1	nt	10	0	1.9	i	1.5	0.8	1	3.1
COc1cccc2cc(-c3cn4ccc(C)cc4n3)c(=O)oc12	-0.9	6	0	0.6	i	-2.5	0.7	3	-3.2
C=CCS/C(N)=N\N=C\c1c(O)ccc2ccccc12	1.4	-6	-5	1.7	-0.6	-1.6	2.3	-5	1.9
CCCCn1c(SCC(=O)Nc2nccs2)nc2ccccc2c1=O	-1.9	0	1	nt	-0.2	-3.2	-0.4	-2	-1.0
CCn1c(SCc2ccc(Cl)c(Cl)c2)nnc1C(C)NC(=O)c1ccc(OC)cc1 (configuration not stated)	-0.6	-2	2	3.3	-0.4	0.4	-0.6	0	-0.5
COc1cc(Cl)c(C)cc1NC(C)C(=O)Nc1cc(C(F)(F)F)ccc1N1CCOCC1 (configuration not stated)	nt	3	-2	nt	i	0.5	-0.9	6	-1.7
COc1ccc(S(=O)(=O)NCC(c2ccc3c(c2)OCO3)N2CCN(c3ccccc3)CC2)cc1 (configuration not stated)	0.7	2	0	1.0	i	-1.2	13	10	5.4
CSc1cccc(NC(=S)N(Cc2ccccc2)Cc2cccnc2)c1	nt	3	-5	1.4	-0.5	-3.8	-0.1	15	0.0
Cc1cc(C)c2nc(N3C(=O)C(O)=C(C(=O)c4ccco4)C3c3cccc(O)c3)sc2c1 (configuration not stated)	1.2	8	1	1.4	-0.4	-0.7	-1.1	12	0.3
CCOC(=O)C1C(=O)CC(C)(O)C(C(=O)OCC)C1c1ccc2c(c1)OCO2 (configuration not stated)	0.8	7	5	nt	i	-0.3	4.8	7	2.4
O=Cc1c[nH]c2cccc(OCc3ccccc3)c12	-0.4	5	-1	1.8	i	-2.8	1.6	8	nt
O=C(c1cn(-c2ccccc2)nc1-c1cccc(Br)c1)N1CCOCC1	1.2	1	0	5.5	-0.2	2.6	0.6	0	1.0
COc1ccc(NC(=O)COC(=O)C2COc3ccccc3O2)cc1 (configuration not stated)	-0.9	8	0	-0.9	-0.3	-0.7	nt	3	nt
Cn1c(=N)n(CC(O)c2cccs2)c2ccccc21 (configuration not stated)	-2.5	5	2	-6.1	i	-3.0	-1.3	2	0.9
O=c1c([N+](=O)[O-])c(O)c2ccccc2n1Cc1ccccc1	-0.1	9	6	-6.3	-5.6	-2.2	-0.6	-7	2.9
COc1ccc(C(=O)CSc2ccc(-c3ccco3)nn2)cc1	2.6	-7	7	nt	-0.2	-3.4	-1.1	-6	0.6
CC(=O)c1ccc(OCc2cc(C(=O)N(C)Cc3cc(C)no3)no2)cc1	9.9	-1	2	0.2	-0.2	-1.4	0.2	1	0.6

Looked up by compound from the list above:
SMILES	BioA inh	GDH-TPI counter	FBA Mtb inh	TcdB GH inh	Vc quorum ag	FadD28 binding	PfHsp40 yeast	Yp Topo-I inh	Mtb UGM inh
O=Cc1c[nH]c2cccc(OCc3ccccc3)c12	-0.4	5	-1	1.8	i	-2.8	1.6	8	nt
COc1ccc(S(=O)(=O)NCC(c2ccc3c(c2)OCO3)N2CCN(c3ccccc3)CC2)cc1 (configuration not stated)	0.7	2	0	1.0	i	-1.2	13	10	5.4

Single records, as listed above. Order of screens: BioA inh	GDH-TPI counter	FBA Mtb inh	TcdB GH inh	Vc quorum ag	FadD28 binding	PfHsp40 yeast	Yp Topo-I inh	Mtb UGM inh
`O=C(C=Cc1cccc(O)c1)c1ccccc1O` in the list: 2.0	23	1	2.0	2.6	-1.9	383*	-9	nt
`O=Cc1c[nH]c2cccc(OCc3ccccc3)c12` in the list: -0.4	5	-1	1.8	i	-2.8	1.6	8	nt
`CCn1c(SCc2ccc(Cl)c(Cl)c2)nnc1C(C)NC(=O)c1ccc(OC)cc1` (configuration not stated) in the list: -0.6	-2	2	3.3	-0.4	0.4	-0.6	0	-0.5
`COc1ccc(NC(=O)COC(=O)C2COc3ccccc3O2)cc1` (configuration not stated) in the list: -0.9	8	0	-0.9	-0.3	-0.7	nt	3	nt
`COc1cccc2cc(-c3cn4ccc(C)cc4n3)c(=O)oc12` in the list: -0.9	6	0	0.6	i	-2.5	0.7	3	-3.2

The results go on:
SMILES	BioA inh	GDH-TPI counter	FBA Mtb inh	TcdB GH inh	Vc quorum ag	FadD28 binding	PfHsp40 yeast	Yp Topo-I inh	Mtb UGM inh
COCCCNC(=O)c1ccccc1Sc1ccc(NC(C)=O)nc1	nt	7	-2	0.0	-1.2	-0.2	-0.6	-4	-1.3
C/C(=N\Nc1ccc(S(N)(=O)=O)cc1[N+](=O)[O-])c1cccnc1	-1.1	17	-4	1.8	-0.5	1.9	-1.4	3	1.8
COc1cc(C(=O)Nc2ccccc2C(=O)NCc2cccnc2)cc(OC)c1OC	-2.8	10	2	2.0	-0.3	0.4	0.3	-2	-2.0
COc1ccc(Cl)cc1NC(=O)Nc1ccccc1C(N)=O	nt	-6	3	0.2	-0.3	-4.8	-0.4	3	-2.3
Cc1cccc(OCCCn2c(=O)oc3ccc(C)cc32)c1	nt	-6	-3	0.0	-0.4	-4.5	-0.3	23	0.8
CN(CC(=O)NC1CCCCCCC1)S(=O)(=O)c1cnc[nH]1	nt	2	0	-2.3	-0.4	-1.4	-0.7	11	-2.5

Screens: PubChem BioAssay, several laboratories
